Assay outcomes: PubChem, several laboratories
PriA SSB inh – inhibitors of Klebsiella pneumoniae PriA binding to SSB C-terminal tail, primary screen, biochemical, AlphaScreen; PriA–SSB C-terminal tail interaction (Klebsiella pneumoniae); AlphaScreen SSBct-PriA binding, biotinylated peptide; inhibition, % at 33 µM; actives 0.6% (n = 430,000); in the data active means inhibition mostly above about 37%, no sharp cut-off; inactive means mostly below about 20%;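 further: plate controls were negative control peptide for no effect and reference peptide for full effect; strong numbers were not always called active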
BH1578 lux ind – inducers of Vibrio cholerae quorum light production without autoinducers, primary screen, BH1578 luxS cqsA deficient, single point; activation, % at 18.7 µM; actives 0.16% (n = 350,000); V. cholerae BH1578 lux reporter, luminescence, 6 h; AID 588436, 2011; in the data active means activation mostly above about 9.7%, no sharp cut-off; inconclusive means no clear call, values can overlap the other calls; inactive means mostly below about 3.7%; further: not every result past the cut was called active; inactives centre near 0; reference of the scale not given here
TcdB inh – TcdB glycohydrolase inhibitors, primary screen, biochemical, single point, plate reader. Toxin B (Clostridioides difficile), P18177. TcdB glycohydrolase enzymatic assay. inhibition, % at 9.99 µM. actives 0.24% (n = 350,000). AID 652162, 2013; in the data active means inhibition above about 10%
BoNT A protease – BoNT/A light chain protease inhibitors, primary screen, biochemical, flow cytometry, MLPCN library | multiplex microsphere protease substrate cleavage | inhibition, % at 10 µM | Botulinum neurotoxin type A light chain protease (Clostridium botulinum A str. ATCC 3502) | AID 588499, 2011 | actives 0.17% (n = 360,000); further: plate controls were buffer without enzyme for full effect and enzyme alone for no effect
Anthrax LF prot – Bacillus anthracis LF protease inhibitors, primary screen, biochemical, multiplex microsphere, MLPCN library; AID 588501, 2011; inhibition, % at 10 µM; actives 0.12% (n = 360,000); multiplex microsphere protease cleavage assay; Lethal factor (Bacillus anthracis), P15917; further: plate controls were buffer without enzyme for full effect and enzyme alone for no effect
Target sequence (P15917 whole entry, looked up): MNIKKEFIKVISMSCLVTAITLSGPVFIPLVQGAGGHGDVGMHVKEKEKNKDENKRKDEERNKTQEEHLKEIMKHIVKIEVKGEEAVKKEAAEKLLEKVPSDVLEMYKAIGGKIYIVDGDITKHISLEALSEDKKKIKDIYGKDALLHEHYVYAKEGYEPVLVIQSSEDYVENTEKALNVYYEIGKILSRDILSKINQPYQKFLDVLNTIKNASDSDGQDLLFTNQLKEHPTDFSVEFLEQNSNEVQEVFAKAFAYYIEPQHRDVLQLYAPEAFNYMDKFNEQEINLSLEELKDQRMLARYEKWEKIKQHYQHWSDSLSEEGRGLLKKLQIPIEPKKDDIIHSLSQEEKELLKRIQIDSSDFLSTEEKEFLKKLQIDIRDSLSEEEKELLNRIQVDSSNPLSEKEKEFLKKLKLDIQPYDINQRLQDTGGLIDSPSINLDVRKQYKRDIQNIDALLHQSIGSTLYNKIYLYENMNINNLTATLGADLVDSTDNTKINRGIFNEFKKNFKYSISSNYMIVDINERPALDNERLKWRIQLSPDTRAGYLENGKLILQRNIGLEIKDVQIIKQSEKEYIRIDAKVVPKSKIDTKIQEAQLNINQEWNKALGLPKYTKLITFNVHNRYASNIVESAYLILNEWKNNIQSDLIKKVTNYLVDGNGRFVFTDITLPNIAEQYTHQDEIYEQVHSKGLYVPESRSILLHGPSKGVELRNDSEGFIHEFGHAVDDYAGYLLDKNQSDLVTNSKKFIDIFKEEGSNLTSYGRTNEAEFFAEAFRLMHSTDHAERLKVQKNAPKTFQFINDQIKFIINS
PrPC surface inh – inhibitors of human cell surface prion protein PrPC, primary screen, cell-based, TR-FRET | TR-FRET read-out | actives 0.43% (n = 370,000) | AID 720596, 2013 | inhibition, % at 13.8 µM | Major prion protein (Homo sapiens), P04156; in the data active means inhibition above about 24%; further: 0% = median of the test wells and 100% = reference compound wells
3CLpro inhibitor – SARS-CoV 3CLpro protease inhibitors, primary screen, biochemical, quenched FRET; recombinant SARS-CoV 3CLpro, quenched FRET peptide cleavage; inhibition, % at 6 µM; actives 0.14% (n = 290,000); AID 1706, 2009; in the data active means inhibition above about 12%
PfHsp40 rescue – rescue of yeast from PfHsp40 toxicity, primary screen, S. cerevisiae, ATP luminescence; AID 504582, 2011; actives 0.68% (n = 340,000); S. cerevisiae expressing PfHsp40, growth rescue; growth rescue, % at 12.5 µM; in the data active means growth rescue above about 28%, passing the limit was not always enough; inconclusive means no clear call, values can overlap the other calls;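 further: yeast W303a lacking pdr1 and pdr3 grown in galactose medium; growth measured after three days at 30 °C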
Y pestis TopoI – Yersinia pestis topoisomerase I inhibitors, primary screen, biochemical, cleavage product accumulation, plate reader, single point | DNA topoisomerase I (Yersinia pestis CO92) | Y. pestis Topo-I cleavage product accumulation | activity, % at 10 µM | actives 0.064% (n = 360,000); in the data active means activity above about 50%, passing the limit was not always enough; inconclusive means no clear call, values can overlap the other calls; further: inactives centre near 2
* hit, by the source's call; i = inactive; ? = inconclusive; . = no result given; & = joins results of further samples. Unless noted, no stated cut-off is given here; in the data, active means inhibition above about 30%; inconclusive means no clear call, values can overlap the other calls; inactive means below that. Only part of the results is shown (hit frequency here may not be typical).

1	CCOC(=O)Cc1csc(NC(=O)Cc2cccs2)n1
2	COc1cc(NC(=S)NC(C)(C)C)c(OC)cc1Cl
3	Cc1cc(/C=C2\C(=O)NC(=O)N(Cc3ccccc3Cl)C2=O)c(C)n1-c1ccc(C(=O)O)cc1
4	O=S(=O)(c1ccccc1)C1Cc2ccccc2C1Cl (stereo not given)
5	O=S1(=O)CC(O)C(N(CCO)C(=S)Nc2ccccc2)C1 (stereo not given)
6	CCCCn1nnnc1C(C1CC1)N1CCC2(CC1)C(=O)NCN2c1ccccc1 (stereo not given)
7	COc1ccc(C(=O)N(c2ccccc2)c2nccc3ccccc23)cc1OC
8	Cn1c(=O)c(C(=O)CN2CCCCC2)c(N)n(Cc2ccccc2)c1=O

compound no.	1	2	3	4	5	6	7	8
PriA SSB inh	-7	-5	-11	-13	-3	.	2	-9
BH1578 lux ind	-0.4	-0.3	-0.4	-0.4	i	.	i	i
TcdB inh	1.0	1.1	-0.3	2.0	5.2	-3.9	0.7	1.5
BoNT A protease	2.2	-2.5	0.6	.	-2.2	-0.3	-0.2	0.1
Anthrax LF prot	-20	0	0	.	-3	-5	-7	1
PrPC surface inh	8	25*	3	5	-5	0	-5	-6
3CLpro inhibitor	-3	1	6	.	1	.	.	0
PfHsp40 rescue	-1.2	1.8	0.5	.	-1.5	.	-1.3	-0.5
Y pestis TopoI	3	3	-1	-3	-7	.	13	17

9	Fc1ccc(-c2ccc(-c3nn4c(-c5ccco5)nnc4s3)o2)cc1
10	COc1ccc(-c2cc(=O)oc3cc(O)ccc23)cc1
11	COc1ccc(N2CC(C(=O)OCC(=O)c3ccc(C)cc3)CC2=O)cc1 (stereo not given)
12	COc1ccc(N2C(=O)C(Cl)=C(Oc3cccc(OC)c3)C2=O)cc1
13	COC(=O)c1cccc(NC(=O)c2cccnc2)c1
14	O=C(Cn1nnc(-c2cccs2)n1)NNC(=O)c1ccccc1Cl
15	O=C(O)CN=C(NS(=O)(=O)c1ccc(Cl)cc1)c1ccccc1
16	Cc1cc(NC(=O)CSCC(=O)N2CCN(c3cccc(C)c3C)CC2)no1

compound no.	9	10	11	12	13	14	15	16
PriA SSB inh	2&8	3	-8	-13	7	-11	-9	-2
BH1578 lux ind	-3.0	-2.2	-0.3	i	-25	-0.7	i	i
TcdB inh	.	0.9	0.4	.	.	0.8	.	0.0
BoNT A protease	1.6	1.6	-0.2	-1.6	5.5	?	-2.2	-0.2
Anthrax LF prot	-2	5	2	1	4	-13	-5	-6
PrPC surface inh	1	-16	-6	.	6	5	0	-5
3CLpro inhibitor	4	1	4	3	4	-3	4	.
PfHsp40 rescue	0.0	-0.1	-0.2	0.9	-1.3	1.1	0.2	4.2
Y pestis TopoI	-2	0	-1	10	1	-2	-5	25

Just PrPC surface inh, Y pestis TopoI and TcdB inh, for some of the entries so far:
nr | Molecule | PrPC surface inh | Y pestis TopoI | TcdB inh
3 | Cc1cc(/C=C2\C(=O)NC(=O)N(Cc3ccccc3Cl)C2=O)c(C)n1-c1ccc(C(=O)O)cc1 | 3 | -1 | -0.3
4 | O=S(=O)(c1ccccc1)C1Cc2ccccc2C1Cl (stereo not given) | 5 | -3 | 2.0

(continued)
17	O=C(NC(=S)Nc1ccc(Cl)c(C(=O)O)c1)c1cncc(Br)c1
18	COc1ccccc1-c1noc(CCCC(=O)Nc2ccc(C(N)=O)cc2)n1
19	COc1ccc(OC)c(NC(=O)C2(C)CCN2C(=O)C2(c3ccccc3)CCCC2)c1 (stereo not given)
20	O=Nc1c(-c2cccc([N+](=O)[O-])c2)nc2ncccn12
21	CCN1C(=O)[C@@H]2[C@@H](c3ccc(-c4ccc(F)cc4)cc3)N3CCCC[C@@]3(C(=O)OC)[C@@H]2C1=O
22	COc1cc(/C=C2\C(=O)NC(=O)N(c3ccc(C)cc3)C2=O)cc(OC)c1O
23	O=C(COC(=O)/C=C/c1cccc(Cl)c1Cl)Nc1ccc2[nH]c(=O)[nH]c2c1
24	O=C1CCc2cc(NS(=O)(=O)c3ccccc3)cc3c2N1CCC3

compound no.	17	18	19	20	21	22	23	24
PriA SSB inh	-6	-5	.	.	11	-14	-12	4
BH1578 lux ind	i	-0.6	i	2.1	i	-0.3	i	-11
TcdB inh	-0.2	0.8	0.8	1.1	1.0	-2.0	0.8	1.0
BoNT A protease	-1.8	.	0.0	.	0.3	-2.3	1.5	3.0
Anthrax LF prot	12	.	-9	.	-5	-3	9	-5
PrPC surface inh	-1	-4	-4	-8	5	1	2	6
3CLpro inhibitor	9	5	.	-5	.	0	.	.
PfHsp40 rescue	-0.6	.	.	.	1.3	0.4	0.7	-0.8
Y pestis TopoI	5	-8	31	-12	31	-1	-9	1

25	O=C(N/N=C/C(Br)=C/c1ccccc1)c1cccnc1
26	COc1ccc(N2CCC(CNC(=S)Nc3ccc(C)cc3C)C2)cc1 (stereo not given)
27	O=C(CSCc1c(Cl)cccc1Cl)Nc1ccc2c(c1)OCCO2
28	Cc1cccc(NC(=O)CN2CCN(C(=O)c3ccc(OCc4cn5ccccc5n4)cc3)CC2)c1C
29	C=CCn1nc2n(c1=O)-c1ccccc1SC2
30	O=C(COc1ccccc1)NC(=S)Nc1cccc(NC(=O)c2ccccc2Cl)c1
31	CCO[C@H]1OC(C(=O)NC2CC2)=C[C@@H](C2CC2)[C@@H]1CCCO
32	COc1ccc(CNC(=O)C2Cc3cc(S(=O)(=O)N4CCCC4)ccc3N2C(C)=O)c(OC)c1 (stereo not given)

compound no.	25	26	27	28	29	30	31	32
PriA SSB inh	i	22	-4	-6	-5	3	-17	-2
BH1578 lux ind	-0.2	-0.5	-0.3	i	0.3	-0.1	-2.2	-0.3
TcdB inh	1.3	-7.9	.	-1.2	-2.3	.	1.3	0.9
BoNT A protease	.	0.2	0.2	-1.3	-0.3	0.8	0.0	0.9
Anthrax LF prot	.	-14	-1	1	-3	-2	-8	0
PrPC surface inh	6	10	5	6	3	-2	0	-3
3CLpro inhibitor	-8	-1	1	.	2	-3	0	-3
PfHsp40 rescue	-0.4	0.9	11	-0.2	-0.5	1.4	0.1	-1.1
Y pestis TopoI	-5	3	1	24	-1	-3	1	5

33	N#Cc1ccc(S(=O)(=O)NCC(=O)OCC(=O)NCCc2ccccc2)cc1
34	Cc1nnc(SCC(=O)N(C(C)C)C(C)C)[nH]c1=O
35	COC(=O)C1=C(C)OC(N)=C(C#N)C12C(=O)Nc1ccccc12 (stereo not given)
36	C/C=C(\C)C(=O)NCCN1C2=NC[C@H](Cc3ccccc3)N2C[C@@H]1Cc1ccc(OC)cc1
37	CC1CCc2c(sc(NC(=O)C(=O)NCc3ccco3)c2C#N)C1 (stereo not given)
38	Cc1occc(=O)c1OCc1ccccc1
39	COc1cccc(S(=O)(=O)N(C)C[C@H]2OCc3cnnn3CCCC(=O)N([C@@H](C)CO)C[C@@H]2C)c1
40	CCOC(=O)C1(CC2CC2)CCN(Cc2ccc(C(=O)OC)cc2)CC1

compound no.	33	34	35	36	37	38	39	40
PriA SSB inh	-5	4	-13	19	2	-7	.	-8
BH1578 lux ind	-0.7	-0.1	-0.4	i	-0.7	-0.7	2.1	i
TcdB inh	0.8	0.3	1.0	6.0	0.8	1.1	0.3&-2.3	0.5
BoNT A protease	1.7	0.0	-0.9	0.8	?	0.5	0.1	-0.4
Anthrax LF prot	0	-5	-8	-2	-10	5	5	-1
PrPC surface inh	1	-6	0	-7	2	-1	-5	-8
3CLpro inhibitor	4	1	3	.	-1	2	.	5
PfHsp40 rescue	0.5	-1.0	0.0	2.5	-0.2	0.5	.	-1.2
Y pestis TopoI	-5	6	4	7	1	3	-4	2

41	Cc1ccc(C(=O)NC(=O)CSc2nnc(C)s2)cc1
42	CC(C)OCCCNc1nc(-c2ccccc2)nc2ccccc12
43	CCN(CCc1ccccc1)c1ccc2c(c1)C1CC2CCN1Cc1ccccc1 (stereo not given)
44	CC1(C)CC(=O)C(C(O)c2ccccc2)C(C)(C)N1 (stereo not given)
45	Nc1cnc(CNc2ccccc2Cl)cn1
46	O=C(N/N=C/c1c(O)n(C2CC2)c(=S)[nH]c1=O)c1ccccc1Cl
47	CC(=O)CSc1nc(N(C)C)nc(N(C)C)n1
48	O=C(COC(=O)c1cccc(S(=O)(=O)N2CCOCC2)c1)NCc1ccc2c(c1)OCO2

compound no.	41	42	43	44	45	46	47	48
PriA SSB inh	-7	-35	.	-24	-3	.	-10	-11
BH1578 lux ind	0.3	-0.8	i	-4.7	1.0	-0.2	-0.6	-3.3
TcdB inh	-0.9	1.7	3.3	-0.2	0.8	1.5	-0.3	0.4
BoNT A protease	-2.4	-1.0	-0.6	-1.7	-0.4	1.3	-0.2	-1.5
Anthrax LF prot	7	-14	-3	-9	-7	0	2	0
PrPC surface inh	-1	1	-3	-3	6	7	-4	6
3CLpro inhibitor	1	-7	.	2	.	6	-5	.
PfHsp40 rescue	-0.4	0.5	.	-0.8	-2.5	1.5	-0.3	-0.3
Y pestis TopoI	5	3	16	-9	8	2	-1	0

Gathered by group, the entries above containing a furan ring, fused or not (2)
9	Fc1ccc(-c2ccc(-c3nn4c(-c5ccco5)nnc4s3)o2)cc1
37	CC1CCc2c(sc(NC(=O)C(=O)NCc3ccco3)c2C#N)C1 (stereo not given)

compound no.	9	37
PriA SSB inh	2&8	2
BH1578 lux ind	-3.0	-0.7
TcdB inh	.	0.8
BoNT A protease	1.6	?
Anthrax LF prot	-2	-10
PrPC surface inh	1	2
3CLpro inhibitor	4	-1
PfHsp40 rescue	0.0	-0.2
Y pestis TopoI	-2	1

(more compounds)
49	O=C(Nc1ccc(CN2CCS(=O)(=O)CC2)cc1)c1ccc(C(F)(F)F)cc1
50	COc1ccc(C2C(C(=O)Nc3cccc(C)n3)c3ccccc3C(=O)N2C)cc1OC (stereo not given)
51	COc1ccc(OC)c(COC(=O)c2cccc(S(=O)(=O)N3CCCCC3)c2)c1
52	Cc1cc(C)cc(OCC(O)CN2CCC(CN3C(=O)c4cccc5cccc(c45)C3=O)CC2)c1 (stereo not given)

compound no.	49	50	51	52
PriA SSB inh	-5	-9	-10	28
BH1578 lux ind	-0.6	i	-1.1	-0.1
TcdB inh	1.2	.	-0.6	1.7
BoNT A protease	0.1	0.1	.	-0.5
Anthrax LF prot	30*	-2	.	-4
PrPC surface inh	4	-1	2	-19
3CLpro inhibitor	-7	-3	.	.
PfHsp40 rescue	0.8	0.3	6.6	0.8
Y pestis TopoI	-6	5	32	-5
